# IkB signaling = IkB pathway inhibition in ABC-DLBCL cells; ABC-DLBCL IkBa-CBG/CBR dual luciferase ratio, 4 h; response scale: scaled: untreated 0%, proteasome inhibitor 100%; Potency, µM (doses to about 57.1 µM), without a hit: top-dose IkBa stabilization activation; 110,000 tested, 0.04% active; AID 445; active = well fitted curve in the direction sought with a large enough effect in the signal ratio, not every such curve was filed as active; inconclusive = small, poorly fitted or top-dose-only effect, or a change in a side signal; the % refers to the signal ratio;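 also: the direction sought is a rising ratio; 0% = basal untreated cells and 100% = reference inhibitor full response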
#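 Curves were fitted separately to fusion (green), unfused (red) and ratio luminescence, then classed by r2, magnitude and activity. Cells: OCI-Ly3, 4 h compound plus doxycycline at 37C; 10 uM MG-132 defined full response.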
# p53ts 32C kill = p53ts cell cytotoxicity, permissive temperature; H1299-p53A138V at 32C, ATP luminescence viability, 24 h; Potency, µM (top dose mostly 46.1 µM), for inactives: top-dose activity change, negative = cytotoxicity, actives largely listed as cytotoxic; 130,000 tested, 0.93% active; AID 924;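 also: 0% = DMSO and -100% = full killing by reference compound; nearly all actives have a fitted effect of over 55% in size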
#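 Viability by ATPlite luminescence after 24 h compound treatment (up to 46 uM) at the permissive 32C. Cells are H1299 carrying p53 A138V. Scale runs from DMSO basal to 100 uM tamoxifen as full kill; AC50 from Hill fits.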
# Peg3 imprint = induces erasure of genomic imprints in mouse ES cells. mouse ES Peg3-LacZ reporter, beta-gal luminescence, 40 h. Potency, µM (top dose mostly 60.7 µM), without a hit: top-dose activity change, positive = activation, most hits filed as activators. 110,000 tested, 0.02% active. AID 1948;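 also: 0% = negative control wells on the plate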
#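 Each well holds 300 Peg3LacZ-Neo (maternal) female ES cells incubated 40 h at 37C, 5% CO2. LacZ is measured by BetaGlo luminescence, with AC50 and maximum efficacy derived from dose-response curves.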
# p53ts 39C kill = kills p53ts cells at the nonpermissive temperature; Potency, µM (doses to about 46.1 µM), for the others: at the highest dose activity change, negative = cell killing, usual class: cytotoxic; H1299-p53A138V viability at 39C, ATP luminescence, 24 h; 130,000 tested, 1.5% active; also: nearly all actives have a fitted effect of over 55% in size
# The depositor's hits bear a star; ? = inconclusive; / = not tested or not shown; & = joins results of further samples; [ ] = another dose, or the depositor's remark. Unless noted, calls follow the shape of the dose curve; as a rule, active = well fitted curve in the direction sought with a large enough effect; inconclusive = small, poorly fitted or top-dose-only effect, or another doubt; inactive = no such curve, though single readings can be large; an effect the other way counts as inactive or inconclusive. Unless noted, % is scaled to controls: 0 for no effect and ±100 for the full control effect; potency is read from the fitted curve at half-maximal effect.
SMILES,IkB signaling,p53ts 32C kill,Peg3 imprint,p53ts 39C kill
COc1cccc(CN(C(=O)c2oc3cc(C)ccc3c2C)C2CCS(=O)(=O)C2)c1 (configuration not stated),?,10%,-6%[10.9 µM],1%
Cc1ccc(-c2cc(C(=O)NCCc3ccccc3)c3ccccc3n2)cc1C,2.3%,-28%,-6%[10.9 µM],?
COc1ccc(-n2c(C)cc(C(=O)COc3ccc(-n4cnnn4)cc3)c2C)cc1,1.9%,8%,-9%,-2%
CCc1ccc(CNC(=O)Cn2nc(C)c3nn(-c4ccc(Cl)cc4)c(C)c3c2=O)cc1,1.1%,-14%,-4%[10.9 µM],-29%
CCOc1ccc2nc(N3CCCC(C(=O)Nc4ccc(OC)cc4)C3)sc2c1 (configuration not stated),-2.7%,-25%,-12%[10.9 µM],?
O=C1c2ccccc2C(=O)N1CCCCSc1nnc(-c2ccc(OC(F)F)cc2)o1,1.8%,-16%,-15%,-12%
CCOC(=O)c1c(C)[nH]c(C)c1C(=O)COc1ccc(NC(=O)c2ccco2)cc1,-0.5%,-1%,-19%,-9%
CO[C@@H]1COC(=O)C/C=C\[C@@H](C)COC(=O)[C@H](Cc2ccccc2)NC(=O)C/C=C\[C@H]1C,/,9%[9.22 µM],/,8%[9.22 µM]
Cc1ccc2nc(CSc3nnc(-c4ccco4)o3)cc(=O)n2c1,0.4%,3%,-7%,9%
CNC(=O)[C@@]1(C)C=C[C@@H](Cc2ccccc2)N1C(=O)OC,/,8%,-11%,4%
CCCCNC(=S)NNC(=O)c1ccco1,/,3%,/,-6%
Cc1cc(C(=O)CN2C(=O)NC(Cc3c[nH]c4ccccc34)C2=O)c(C)n1C (configuration not stated),3.1%,5%,-9%,3%
COc1ccc(N2CCN(CCCNC(=O)CCCn3c(=O)[nH]c4ccsc4c3=O)CC2)cc1,-0.2%,-9%,-14%,-3%
Cc1ccc(-c2nc3cc(Cl)ccc3o2)cc1NC(=O)c1cc([N+](=O)[O-])ccc1N1CCOCC1,?,-4%,4%[10.9 µM],11%
CCC(=O)N1CCc2cc(Br)cc(S(=O)(=O)CCC(=O)N3CCN(c4ccc(OC)cc4)CC3)c21,-0.5%,0%,7%[10.9 µM],35%[activator]
N#CN=C(N)c1ccccc1,0.6%,8%,11%,-1%
CC1CCN(C(=O)CSc2nnc(-c3ccco3)o2)CC1,-3.6%,1%,-9%,4%
Cc1ccc(C)c(NC(=O)CCS(=O)(=O)c2cccc3nsnc23)c1,?,-4%,9%[10.9 µM],11%
CCC1CCCCN1CCCNC(=O)c1cc2c(Cl)nc3ccccc3c2s1 (configuration not stated),-1.2%,-12%,-13%[10.9 µM],?
CCOc1ccc(N2C(=O)CCC2=O)cc1,4.4%,7%,21%,1%
CC1(C)CC(=O)C2=C(C1)OC(N)=C(C#N)C2c1cccc(OC(=O)c2ccco2)c1 (configuration not stated),2.7%,11%,-12%,-6%
Cc1cc(C)n(-c2nc3ccccc3nc2N2CCN(c3cccc(C)c3C)CC2)n1,?,0%,-6%[10.9 µM],9%
Clc1cccc(CSc2ncn(-c3ccccc3)n2)c1,/,-2%,/,1%
COc1ccc(-c2ccc3c(N)c(C(=O)Nc4ccc(C(F)(F)F)cc4)sc3n2)cc1OC,?,-11%,-7%[10.9 µM],-15%
COc1cccc(CN2C(=O)CN(C3CCCCC3)C(=O)C2c2ccc(OC)c(OC)c2)c1 (configuration not stated),-1.1%,-4%,-12%[10.9 µM],-8%
CCc1cc(=O)oc2c(C)c(O)c(CN(C)C)cc12,-3.5%,7%,-1%,10%
COc1ccc(NC(=O)c2oc3ccccc3c2NC(=O)c2cc(OC)c(OC)c(OC)c2)cc1,?,9%,?,12%
CCOc1ccc(OCC)c(NC(=O)c2cc(S(=O)(=O)N3CCCC3)cn2C)c1,1.7%,-1%,-14%[10.9 µM],13%
CCN(CC)S(=O)(=O)c1cccc(-c2nnc(SCCOc3ccccc3)o2)c1,3.8%,-11%,-22%,-2%
O=C1OCC(c2ccccc2)=C1c1ccc(S(=O)(=O)N2CCOCC2)s1,1.7%,2%,-9%,11%
N#Cc1nc(-c2ccco2)oc1NCCCN1CCOCC1,-2.4%,-4%,13%,7%
Nc1nonc1-c1nc2ccccc2n1Cc1ccc(Br)cc1,-0.5%,-7%,-10%[10.9 µM],-19%
Cc1ccc(/C(C#N)=C\c2cn(C)c3ccccc23)cc1,2.9%,-6%,-14%,-6%
CC(=O)OC[C@@H]1O[C@@H](O/N=C2/C[C@@H](O)[C@@H](O)[C@@H]3[C@@H]4C(=O)N(c5cccc(Oc6ccccc6)c5)C(=O)[C@H]4CC[C@H]23)[C@H](OC(C)=O)[C@H](OC(C)=O)[C@@H]1OC(C)=O,/,-1%[9.22 µM],/,5%[9.22 µM]
COCCNC(=O)c1cnc2sc(N3CCCCC3)nn2c1=O,2.3%,-4%,9%[10.9 µM],-4%
CCOC(=O)c1c(NC(=O)COc2ccc(C(C)(C)C)cc2)sc2c1CCCC2,4.7%,4%,19%[10.9 µM],-3%
COc1ccc(CNC(=O)c2nnn(Cc3ccc(OC)cc3)c2N)cc1,2.0%,0%,-10%,5%
COc1ccc2oc(=O)c(C(=O)N3CCN(c4cc(Cl)ccc4Cl)CC3)cc2c1,?,6%,-12%[10.9 µM],14%
CCCCN(CC)C(=O)c1cc2c(=O)n3cccc(C)c3nc2s1,-2.5%,2%,6%[10.9 µM],-18%
O=c1nc2s/c(=C\c3ccco3)c(=O)n2nc1Cc1ccccc1,?,-7%,-14%,-14%
COc1ccc(OC2C(O)COC2/C=C/c2ccccc2)cc1 (configuration not stated),/,6%&4%[9.22 µM],/,1%&-4%[9.22 µM]
CCOC(=O)Nc1ccc(C(=O)NCC2CCCO2)cc1 (configuration not stated),-1.4%,-3%,6%,-11%
COc1ccc(-n2ccn(Cc3ccccc3Cl)c(=O)c2=O)cc1OC,-1.4%,5%,-11%[10.9 µM],4%
COc1ccc(-c2cc(C(=O)NCCN3CCOCC3)c3ccccc3n2)cc1,-0.9%,10%,-16%,-22%
CSc1ccccc1NS(=O)(=O)c1ccccc1,-0.6%,1%,-7%,2%

# Ordered by value in Peg3 imprint (high to low): 3 from the list above
compound	Peg3 imprint
CCOC(=O)Nc1ccc(C(=O)NCC2CCCO2)cc1 (configuration not stated)	6%
CSc1ccccc1NS(=O)(=O)c1ccccc1	-7%
COc1ccc(CNC(=O)c2nnn(Cc3ccc(OC)cc3)c2N)cc1	-10%

# (list continues)
SMILES,IkB signaling,p53ts 32C kill,Peg3 imprint,p53ts 39C kill
CN(Cc1ccccc1)C(=O)CN(C1CCCCC1)S(C)(=O)=O,-2.3%,6%,-9%,2%
CN(C)c1ccc(CNC(=O)C2CCN(S(=O)(=O)c3cn(C)cn3)CC2)cc1,0.4%,2%,15%[10.9 µM],5%
Cc1nc2sc(C(c3cccs3)N3CCOCC3)c(O)n2n1 (configuration not stated),?,13µM*,-71%[inhibitor],?
CCC(=O)N1CCCc2cc(S(=O)(=O)N3CCC(C(=O)Nc4ccc(C#N)cc4)CC3)ccc21,3.4%,3%,-11%[10.9 µM],-10%
Cc1nn(C)c(C)c1S(=O)(=O)N1CCCC(C(=O)NCCc2ccc(Cl)cc2)C1 (configuration not stated),-1.3%,12%,3%,3%
COc1ccc(C)cc1NC(=O)COCC(=O)O,-1.0%,6%,3%,-13%
COc1ccc(NC(=O)CC2C(=O)N(c3ccc(C)cc3)C(=O)N2Cc2cccnc2)cc1 (configuration not stated),-1.0%,1%,-4%[10.9 µM],17%
COc1ccc(C2(NC(C)=O)CCN(C(=O)c3ccco3)CC2)cc1,1.1%,-5%,-3%,11%
CC(=O)Nc1ccc(NS(=O)(=O)Cc2ccccc2)cc1,0.9%,-5%,-3%,9%
CC1CC2(C)Oc3ccccc3C3OCC1(CO)C(C)C32 (configuration not stated),3.3%,8%,-9%,5%
COc1cccc(N2CC(NC(=O)C(c3ccccc3)c3ccccc3)CC2=O)c1 (configuration not stated),?,-1%,-8%[10.9 µM],3%
Cc1cccc(-c2nnn3c2nc(NCc2ccccc2)c2ccccc23)c1,?,-16%,-11%[10.9 µM],-25%
Cc1ccc2c(CNCc3cccs3)c(C(=O)O)n(Cc3ccc(F)cc3)c2c1,-2.4%,-4%,18%[10.9 µM],-12%
CCCCC(CC)CNC(=O)CCCc1nnc2n(CCC)c(=O)c3sccc3n12 (configuration not stated),?,23%,2%[10.9 µM],7%
Cc1ccccc1-n1c(=O)c2ccccc2n2c(=O)[nH]nc12,-4.9%,1%,/,-1%
Cc1ccc(-n2ccn(CC(=O)c3ccc(F)cc3)c(=O)c2=O)cc1C,-1.6%,0%,-12%[10.9 µM],-22%
Cc1ccc2nc(NC(=O)CSc3ncc(C(=O)Nc4ccccc4)c(=O)n3C)sc2c1,?,-1%,-10%[10.9 µM],-26%
Cc1ccc(OCC(=O)Nc2cccc(-c3nc4ccccc4o3)c2C)cc1C,?,1%,-11%[10.9 µM],3%
COc1ccccc1N(CC(=O)N1CCC(C)CC1)S(=O)(=O)c1ccc(C)cc1,4.3%,-2%,-5%[10.9 µM],-18%
O=C(CSc1ncn[nH]1)Nc1ccc(Cl)c(Cl)c1,1.7%,12%,1%,5%
Cc1cc(Oc2ccccc2)nc(-c2ccccc2)n1,-1.9%,-5%,-2%,8%
COc1cccc(N2C(=O)N(CC(=O)NCc3cccc(OC)c3OC)c3ccccc3S2(=O)=O)c1,0.8%,-4%,-9%[10.9 µM],-20%
COc1cccc(NS(=O)(=O)c2ccc(OC)c(OC)c2)c1,2.9%,4%,-26%,10%
Cc1c(NC(=O)c2cnn3c(C(F)(F)F)cc(-c4ccco4)nc23)c(=O)n(-c2ccccc2)n1C,-0.8%,12%,-3%,15%
CCOc1ccc(S(=O)(=O)NCC(c2ccco2)S(=O)(=O)c2ccc(C)cc2)cc1 (configuration not stated),2.3%,5%,3%[10.9 µM],-19%
NC(=O)Cn1c(=O)n(CCCCCC(=O)NCc2ccc(F)cc2)c(=O)c2sccc21,-2.7%,17%,-4%[10.9 µM],21%
CN1C(=O)SC(Nc2ccccc2C(=O)O)C1=O (configuration not stated),-1.1%,-5%,-7%,6%
Cc1ccccc1OC1C=CC(C#Cc2ccc(Br)cc2)OC1CO (configuration not stated),/,10%[9.22 µM],/,1%[9.22 µM]
COc1ccc(Cn2c(=O)c3oc4ccccc4c3n(CC(=O)Nc3cc(C)cc(C)c3)c2=O)cc1,0.3%,15%,-9%[10.9 µM],-11%
Cc1cc(-n2c(C)cc(C(=O)CSc3nnc4sc5ccccc5n34)c2C)no1,0.2%,5%,-10%,1%
CCCCCOC(=O)C1=C(C)N(C)C(=O)NC1c1cc(Br)c(O)c(OC)c1 (configuration not stated),?,8%,-6%,-8%
CCSc1nc(=S)n(CC)c(C)c1C(C)=O,-4.3%,-2%,-2%,-1%

# 12 compounds from above, sorted by number of heavy atoms, falling.
SMILES,IkB signaling,p53ts 32C kill,Peg3 imprint,p53ts 39C kill
COc1cccc(N2C(=O)N(CC(=O)NCc3cccc(OC)c3OC)c3ccccc3S2(=O)=O)c1,0.8%,-4%,-9%[10.9 µM],-20%
Cc1c(NC(=O)c2cnn3c(C(F)(F)F)cc(-c4ccco4)nc23)c(=O)n(-c2ccccc2)n1C,-0.8%,12%,-3%,15%
Cc1ccc2nc(NC(=O)CSc3ncc(C(=O)Nc4ccccc4)c(=O)n3C)sc2c1,?,-1%,-10%[10.9 µM],-26%
NC(=O)Cn1c(=O)n(CCCCCC(=O)NCc2ccc(F)cc2)c(=O)c2sccc21,-2.7%,17%,-4%[10.9 µM],21%
CCOc1ccc(S(=O)(=O)NCC(c2ccco2)S(=O)(=O)c2ccc(C)cc2)cc1 (configuration not stated),2.3%,5%,3%[10.9 µM],-19%
Cc1cc(-n2c(C)cc(C(=O)CSc3nnc4sc5ccccc5n34)c2C)no1,0.2%,5%,-10%,1%
CCCCCOC(=O)C1=C(C)N(C)C(=O)NC1c1cc(Br)c(O)c(OC)c1 (configuration not stated),?,8%,-6%,-8%
Cc1ccccc1OC1C=CC(C#Cc2ccc(Br)cc2)OC1CO (configuration not stated),/,10%[9.22 µM],/,1%[9.22 µM]
COc1cccc(NS(=O)(=O)c2ccc(OC)c(OC)c2)c1,2.9%,4%,-26%,10%
Cc1cc(Oc2ccccc2)nc(-c2ccccc2)n1,-1.9%,-5%,-2%,8%
CN1C(=O)SC(Nc2ccccc2C(=O)O)C1=O (configuration not stated),-1.1%,-5%,-7%,6%
CCSc1nc(=S)n(CC)c(C)c1C(C)=O,-4.3%,-2%,-2%,-1%

# Source: PubChem BioAssay (National Center for Advancing Translational Sciences (NCATS))
